Shiga toxin inh – A qHTS for Small Molecule Inhibitors of Shiga Toxin | Vero cells, Shiga toxin protein synthesis inhibition reporter | inhibition, % at 38.7 µM | actives 9.2% (n = 290,000) | AID 2315, 2010; in the data active = inhibition mostly above about 28%, no sharp cut-off; inactive = mostly below about 43%; note: 0% is about no effect
TbPYK inhibitor – qHTS of Trypanosoma Brucei Inhibitors. pyruvate kinase (Trypanosoma brucei), Q57TT1. TbPYK enzyme, Kinase-Glo Plus ATP luminescence, 45 min. Potency, µM (titrated, usually from 76.8 µM), for inactives: top-dose activity, negative = inhibition, usual class: inhibitors. actives 0.12% (n = 410,000); note: potency is the fitted concentration of half-maximal effect; % is set by controls: 0 for no effect and ±100 for the full control effect; nearly all actives have a fitted effect of over 50% in size
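TbPYK + substrate in 50 mM TEA pH 7.2, 100 mM KCl, 10 mM MgCl2, 0.05% BSA, 0.01% Tween-20; cpd pinned; ADP 130 uM final; 45 min RT; Kinase-Glo Plus 10 min; luminescence endpoint.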
Pf growth 48h – Primary qHTS for delayed death inhibitors of the malarial parasite plastid, 48 hour incubation; P. falciparum luciferase growth in erythrocytes, 48 h; Potency, µM (series often up to 28.7 µM), without a hit: top-dose activity change, negative = inhibition, usual class: inhibitors; actives 5.9% (n = 310,000); note: potency is the fitted concentration of half-maximal effect; % is set by controls: 0 for no effect and ±100 for the full control effect
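Luciferase-expressing P. falciparum in infected erythrocytes (2% hematocrit, 0.1% parasitemia final) in RPMI 1640/0.5% Albumax were exposed to compound for 48 hours at 37 C, 5% CO2; growth read as luminescence.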
LmPK inh – qHTS Assay for Inhibitors of Leishmania Mexicana Pyruvate Kinase (LmPK) | Q27686 | purified LmPK, Kinase-Glo ATP luminescence, 1 h | actives 0.37% (n = 290,000) | AID 1721, 2009 | Potency, µM (doses to about 57.5 µM), for the others: at the highest dose activity change, negative = inhibition, hits mostly inhibitors; note: potency is the fitted concentration of half-maximal effect; % is set by controls: 0 for no effect and ±100 for the full control effect
Target sequence (Q27686 whole entry, looked up): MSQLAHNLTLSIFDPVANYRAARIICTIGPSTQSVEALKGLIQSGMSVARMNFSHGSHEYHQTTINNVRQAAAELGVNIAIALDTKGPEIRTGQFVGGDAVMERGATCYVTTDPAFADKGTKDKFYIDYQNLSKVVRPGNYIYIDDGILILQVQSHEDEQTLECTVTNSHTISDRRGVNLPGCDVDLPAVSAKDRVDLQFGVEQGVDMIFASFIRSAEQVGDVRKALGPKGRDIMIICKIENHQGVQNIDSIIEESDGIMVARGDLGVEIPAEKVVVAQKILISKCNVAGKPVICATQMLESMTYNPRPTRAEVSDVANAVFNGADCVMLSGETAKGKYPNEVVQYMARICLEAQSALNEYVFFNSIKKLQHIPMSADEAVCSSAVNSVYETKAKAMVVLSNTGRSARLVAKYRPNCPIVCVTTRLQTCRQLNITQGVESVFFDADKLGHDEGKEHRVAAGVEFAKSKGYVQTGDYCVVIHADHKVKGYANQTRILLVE
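Screened at intermediate enzyme activity to detect both inhibitors and activators: LmPK at 0.1 nM, with a 0.5 nM enzyme column as activation reference. PEP 0.5 mM, ADP 0.1 mM; ATP detected by luminescence after 1 h.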
Pf growth 96h – Primary qHTS for delayed death inhibitors of the malarial parasite plastid, 96 hour incubation. P. falciparum luciferase reporter growth, 96 h. Potency, µM (highest dose often 28.7 µM), inactives show top-dose activity change, negative = inhibition, usual class: inhibitors. actives 6.9% (n = 320,000); note: potency is the fitted concentration of half-maximal effect; % is set by controls: 0 for no effect and ±100 for the full control effect
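Infected RBCs, 2% Hct / 0.05% parasitemia final; luciferase-reporter P. falciparum; cpd 96 h, 37 C, 5% CO2; luciferase detection reagent; luminescence.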
Cycloheximide cs – Cycloheximide Counterscreen for Small Molecule Inhibitors of Shiga Toxin; cell reporter, cycloheximide protein synthesis inhibition counterscreen; max response, %; actives 12% (n = 300,000); in the data active = max response mostly above about 13%, no sharp cut-off; inactive = mostly below about 14%; note: read at 38.3 µM for the half of the compounds with a filed dose; 0% is about no effect
AmpC inh no detg – qHTS Inhibitors of AmpC Beta-Lactamase (assay without detergent); P00811; AmpC nitrocefin hydrolysis, absorbance 480 nm, 0.0001% Triton; Potency, µM (top dose mostly 57.1 µM), for the others: at the highest dose activity change, negative = inhibition, usual class: inhibitors; actives 0.52% (n = 330,000);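 note: potency is the fitted concentration of half-maximal effect; plate controls were no compound for no effect and no enzyme for full effect; nearly all actives have a fitted effect of over 20% in size; some results filed as inactive show a strong effect at the top dose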
Target sequence (P00811 whole entry, looked up): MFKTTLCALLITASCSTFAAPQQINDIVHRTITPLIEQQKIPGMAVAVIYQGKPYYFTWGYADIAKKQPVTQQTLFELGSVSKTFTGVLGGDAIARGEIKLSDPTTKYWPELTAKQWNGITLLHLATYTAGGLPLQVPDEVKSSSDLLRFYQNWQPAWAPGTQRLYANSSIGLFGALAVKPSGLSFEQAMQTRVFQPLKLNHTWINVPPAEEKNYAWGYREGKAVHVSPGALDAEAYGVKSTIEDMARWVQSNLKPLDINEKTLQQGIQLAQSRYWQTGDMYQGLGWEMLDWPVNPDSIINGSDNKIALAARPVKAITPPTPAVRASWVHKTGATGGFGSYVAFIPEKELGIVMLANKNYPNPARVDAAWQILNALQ
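20 mM phosphate pH 7.0 + 0.01% (detergent screen) or 0.0001% Triton X-100; 5.3 nM AmpC reagent; cpd preinc 15 min RT; nitrocefin (800 uM stock) to start; A480 q20 s × 4 min; Activity was normalised to no-enzyme and no-compound control wells.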
* = called active by the depositor; [ ] = another dose, or the depositor's remark. Unless noted, calls come from the whole dose curve; as a rule, active = well fitted curve in the direction sought with a large enough effect; inconclusive = small, poorly fitted or top-dose-only effect, or another doubt; inactive = no such curve, though single readings can be large; an effect the other way counts as inactive or inconclusive.

Preview (two entries):
Screening CCOc1cccc2cc(C(=O)Nc3cc(C)on3)c(=O)oc12 returned Shiga toxin inh 7, TbPYK inhibitor -3%, Pf growth 48h 0%, LmPK inh 4%, Cycloheximide cs 1 and AmpC inh no detg -19%.
O=C(NNc1cc(N2CCCC2)nc(N2CCCC2)n1)c1ccc([N+](=O)[O-])cc1 was read as Shiga toxin inh -25, TbPYK inhibitor 2%, Pf growth 48h inconclusive, LmPK inh -10%, Pf growth 96h 67%[activator], Cycloheximide cs 0 and AmpC inh no detg -9%.

The whole of this part, previewed entries included:
Screening CCOc1cccc2cc(C(=O)Nc3cc(C)on3)c(=O)oc12 returned Shiga toxin inh 7, TbPYK inhibitor -3%, Pf growth 48h 0%, LmPK inh 4%, Cycloheximide cs 1 and AmpC inh no detg -19%.
O=C(NNc1cc(N2CCCC2)nc(N2CCCC2)n1)c1ccc([N+](=O)[O-])cc1 was read as Shiga toxin inh -25, TbPYK inhibitor 2%, Pf growth 48h inconclusive, LmPK inh -10%, Pf growth 96h 67%[activator], Cycloheximide cs 0 and AmpC inh no detg -9%.
Screening CN(C)S(=O)(=O)Oc1ccsc1C(=O)Nc1cccc(Cl)c1Cl returned Shiga toxin inh -11, TbPYK inhibitor 4%, Pf growth 48h -16%, LmPK inh 3%, Pf growth 96h inconclusive, Cycloheximide cs -2 and AmpC inh no detg -34%.
For CCCc1cc(-c2n[nH]c(=S)n2CC)c2ccccc2n1 the results were Shiga toxin inh -6, TbPYK inhibitor inconclusive, Pf growth 48h 1.3µM*, LmPK inh -2%, Pf growth 96h 1.7µM*, Cycloheximide cs -6 and AmpC inh no detg inconclusive.
Screening CCNC(=S)NC1CC2CCCC(C1)N2Cc1ccc(C)cc1 (centres undefined) returned Shiga toxin inh -9, TbPYK inhibitor -1%, Pf growth 48h 0%, LmPK inh -3%, Pf growth 96h -101%, Cycloheximide cs -3 and AmpC inh no detg -29%.
O=C(Nc1cccnc1Cl)C1CCCN(c2ncnc3c2nc2n3CCCCC2)C1 (centres undefined) was read as Shiga toxin inh 8, TbPYK inhibitor 4%, Pf growth 48h -10%, LmPK inh -11%, Pf growth 96h 12µM*, Cycloheximide cs 1 and AmpC inh no detg 2%.
Screening COc1ccc(Cc2nnc(NC(=O)Nc3ccc(F)cc3)s2)cc1 returned TbPYK inhibitor -2%, Pf growth 48h inconclusive, LmPK inh 9%, Pf growth 96h inconclusive, Cycloheximide cs -3 and AmpC inh no detg -26%.
Screening NS(=O)(=O)c1ccc(CNC(=O)CCS(=O)(=O)Cc2ccccc2)cc1 returned Shiga toxin inh 4, TbPYK inhibitor 1%, Pf growth 48h -7%, LmPK inh -3%, Pf growth 96h 80%[activator], Cycloheximide cs 4 and AmpC inh no detg -1%.
For O=C(CNc1ccccc1)N/N=C/c1cn(-c2ccccc2)nc1-c1ccccc1 the results were Shiga toxin inh 54, TbPYK inhibitor 6%, Pf growth 48h 12µM*, LmPK inh -1%, Pf growth 96h inconclusive, Cycloheximide cs 9.7* and AmpC inh no detg 3%.
Screening CC(=O)Nc1cccc(NC(=O)CSc2nnc(NC(=O)c3ccco3)s2)c1 returned Shiga toxin inh -4, TbPYK inhibitor -6%, Pf growth 48h -17%, LmPK inh -13%, Pf growth 96h -13%, Cycloheximide cs -4 and AmpC inh no detg -28%.
Cc1c(C(=O)NN2CCOCC2)oc2c1ccc1ccccc12 was read as Shiga toxin inh 14, TbPYK inhibitor 5%, Pf growth 48h 11%, LmPK inh 4%, Pf growth 96h 13%, Cycloheximide cs -2 and AmpC inh no detg 21%.
Screening Cc1ccc(S(=O)(=O)Oc2ccc3c(c2)O/C(=C\c2cccnc2)C3=O)cc1 returned Shiga toxin inh -7, TbPYK inhibitor -1%, LmPK inh 21%, Pf growth 96h -5%, Cycloheximide cs -5 and AmpC inh no detg -16%.
`CCOc1ccc(-c2cc(CCCC(=O)NCc3cccnc3)no2)cc1` gave Shiga toxin inh 65*, TbPYK inhibitor 2%, Pf growth 48h 22%, LmPK inh 1%, Pf growth 96h 7%, Cycloheximide cs 51* and AmpC inh no detg 32%.
For COc1ccc(/C=N/NC(=O)c2cccc([N+](=O)[O-])c2)cc1OS(=O)(=O)c1ccc(C)cc1 the results were Shiga toxin inh 40, TbPYK inhibitor 6%, Pf growth 48h inconclusive, LmPK inh 5%, Pf growth 96h -30%, Cycloheximide cs 4 and AmpC inh no detg -27%.
`CCCCSc1nc2c(cnn2-c2ccccc2)c(=O)n1N` gave Shiga toxin inh 94*, TbPYK inhibitor 5%, Pf growth 48h 79%[activator], LmPK inh -16%, Pf growth 96h -1%, Cycloheximide cs 42* and AmpC inh no detg -6%.
Cc1ccc2c(c1)c1c(n2CC(O)CN2CCCCC2C)CCCC1 (centres undefined) was read as Shiga toxin inh 3, TbPYK inhibitor 1%, Pf growth 48h inconclusive, LmPK inh 6%, Pf growth 96h -24%, Cycloheximide cs -2 and AmpC inh no detg -1%.
Screening Clc1ccc(C2=Nn3c(nnc3-c3cc(-c4ccccc4)n[nH]3)SC2)cc1 returned Shiga toxin inh 1, TbPYK inhibitor -13%, Pf growth 48h inconclusive, LmPK inh 6%, Pf growth 96h inconclusive, Cycloheximide cs -4 and AmpC inh no detg 0%.
For COc1cccc(Nc2cc(C)nc3nc(C)nn23)c1 the results were Shiga toxin inh -11, TbPYK inhibitor -1%, LmPK inh 3%, Pf growth 96h 42%[activator], Cycloheximide cs -2 and AmpC inh no detg -8%.
Screening Cc1ccc(C#N)c(SCc2ccccc2F)n1 returned Shiga toxin inh 21, TbPYK inhibitor 3%, Pf growth 48h 22%, LmPK inh 8%, Pf growth 96h 60%[activator], Cycloheximide cs 7 and AmpC inh no detg -37%.
`O=C(N/N=C\c1ccc(COc2ccc([N+](=O)[O-])cc2)o1)c1cccc(Cl)c1` gave Shiga toxin inh 36, TbPYK inhibitor 3%, Pf growth 48h -27%, LmPK inh 7%, Pf growth 96h -17%, Cycloheximide cs 12 and AmpC inh no detg -36%.
Cc1ccc(CCNC(=O)C2CCCN(S(=O)(=O)c3cccs3)C2)cc1 (centres undefined) was read as Shiga toxin inh -10, TbPYK inhibitor -20%, Pf growth 48h -21%, LmPK inh 3%, Cycloheximide cs 8 and AmpC inh no detg -9%.
O=C(NCc1ccco1)c1cc2sccc2n1Cc1ccccc1 was read as Shiga toxin inh 36*, TbPYK inhibitor 1%, Pf growth 48h 12µM*, LmPK inh 3%, Pf growth 96h 2.1µM*, Cycloheximide cs 56* and AmpC inh no detg -30%.
Screening CCOC(=O)c1nnc(-c2ccccc2)nc1N1CCSCC1 returned Shiga toxin inh 10, TbPYK inhibitor 4%, Pf growth 48h -14%, LmPK inh 4%, Pf growth 96h -16%, Cycloheximide cs 3 and AmpC inh no detg 30%.
CC(C)CCNC(=O)Cc1csc(-c2ccccc2)n1 was read as Shiga toxin inh 26, TbPYK inhibitor -11%, Pf growth 48h 2%, LmPK inh 2%, Pf growth 96h 24%, Cycloheximide cs 13 and AmpC inh no detg -11%.
Screening O=C(O)CN=C1CC(c2ccccc2)CC(=O)/C1=C(/O)CCCN1C(=O)c2ccccc2C1=O (centres undefined) returned Shiga toxin inh -9, TbPYK inhibitor 0%, Pf growth 48h -6%, LmPK inh 3%, Pf growth 96h -11%, Cycloheximide cs -3 and AmpC inh no detg -18%.
Screening CC(C)n1c(SCC(=O)Nc2ccc(N3CCOCC3)cc2)nnc1-c1ccco1 returned Shiga toxin inh 19, TbPYK inhibitor 12%, Pf growth 48h -3%, LmPK inh 1%, Pf growth 96h -19%, Cycloheximide cs 4 and AmpC inh no detg 0%.
`O=C(Nc1ccc(F)cc1)c1ccc(-n2cncn2)c([N+](=O)[O-])c1` gave Shiga toxin inh -9, TbPYK inhibitor -9%, Pf growth 48h inconclusive, LmPK inh 1%, Pf growth 96h 0%, Cycloheximide cs 5 and AmpC inh no detg 0%.
`OCCN(CC#CC(O)(c1ccccc1)c1cccc(F)c1)CCO` (centres undefined) gave Shiga toxin inh -5, TbPYK inhibitor -6%, Pf growth 48h 0%, LmPK inh 4%, Pf growth 96h -5%, Cycloheximide cs -3 and AmpC inh no detg 16%.
COc1ccc(N2C(=O)NC(=O)/C(=C/c3cccc(OC(=O)c4cccs4)c3)C2=O)cc1Cl was read as Shiga toxin inh 14, TbPYK inhibitor 1%, Pf growth 48h 3%, LmPK inh 1%, Pf growth 96h -11%, Cycloheximide cs 13 and AmpC inh no detg -42%.
`C=CCNC(=O)C1CC1(c1ccccc1)c1ccccc1` (centres undefined) gave Shiga toxin inh 7, TbPYK inhibitor 2%, Pf growth 48h 7%, LmPK inh 3%, Pf growth 96h 16%, Cycloheximide cs 4 and AmpC inh no detg -5%.
For CN(C)/C(=N\S(=O)(=O)c1ccccc1)c1ccc(F)cc1 the results were Shiga toxin inh 10, TbPYK inhibitor 3%, Pf growth 48h 2%, LmPK inh -5%, Pf growth 96h inconclusive, Cycloheximide cs -2 and AmpC inh no detg 2%.
For CCOc1cc(/C=C2/NC(=O)N(CC(=O)Nc3cccc(C)c3)C2=O)ccc1O the results were Shiga toxin inh 18, TbPYK inhibitor -1%, Pf growth 48h -17%, LmPK inh 1%, Pf growth 96h -8%, Cycloheximide cs -2 and AmpC inh no detg -40%.
`CCCCn1c(N)c(N(CC(C)C)C(=O)C2CCN(c3ncnc4sc(C)c(C)c34)CC2)c(=O)[nH]c1=O` gave TbPYK inhibitor -3%, Pf growth 48h 5.2µM*, Pf growth 96h 2.9µM* and AmpC inh no detg -9%.
CCC(C)Sc1cccc(-c2nc3cc(C)ccn3c2NCc2ccccc2)c1 (centres undefined) was read as TbPYK inhibitor -10%, Pf growth 48h inconclusive, Pf growth 96h inconclusive and AmpC inh no detg 2%.
`O=C(Nc1ccc(F)cc1)N(CCCN1CCOCC1)Cc1cc2cc3c(cc2[nH]c1=O)OCO3` gave Shiga toxin inh -4, TbPYK inhibitor 10%, Pf growth 48h 13µM*, LmPK inh -5%, Pf growth 96h -23%, Cycloheximide cs -2 and AmpC inh no detg 30%.
CC(C)(C)c1ccc(C(=O)NCC(=O)OCN2C(=O)c3ccccc3C2=O)cc1 was read as Shiga toxin inh 15, TbPYK inhibitor 0%, Pf growth 48h 18%, LmPK inh -2%, Pf growth 96h 3%, Cycloheximide cs 1 and AmpC inh no detg -11%.
S=C(NCc1ccccc1)N1CCN(Cc2ccc3c(c2)OCO3)CC1 was read as Shiga toxin inh -6, TbPYK inhibitor -11%, Pf growth 48h 34%[activator], LmPK inh 3%, Pf growth 96h -21%, Cycloheximide cs 5 and AmpC inh no detg 13%.
O=S(=O)(c1ccc(F)c(F)c1)N1CCN(c2ncccn2)CC1 was read as Shiga toxin inh 3, TbPYK inhibitor 2%, Pf growth 48h 5%, LmPK inh 3%, Pf growth 96h -18%, Cycloheximide cs -1 and AmpC inh no detg -11%.

Assay outcomes from PubChem.
